tim10-1 inh – inhibits growth of tim10-1 mutant yeast; 330,000 tested, 2.2% active; inhibition, % at 20 µM; AID 463190; S. cerevisiae tim10-1 ts strain growth, BacTiter-Glo, 24 h;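 active = inhibition of at least 40%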;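 note: mutant grown at 25 °C; 0% = DMSO wells with yeast and 100% = wells holding no yeast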
UPR XBP1 act – activators of adaptive arm of unfolded protein response (XBP1) | CHO-XBP1 luciferase reporter, IRE1-XBP1 UPR activation, luminescence; percent of tunicamycin response, DMSO as zero | activation, % at 20 µM | 330,000 tested, 0.33% active | AID 463104;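 active = versus positive control, 20 µM dose yields 30% or more activation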;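 note: 100% = tunicamycin at 10 µg/mL and 0% = DMSO only wells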
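Material – CHO cell line with stable XBP1 luciferase reporter · Buffer or medium – F12 plus 10% FBS · Compound – single point, 20 µM final compound, 1% DMSO · Schedule – 16-18 h cell attachment at 37 °C, then 6 h compound exposure · Signal – Steady-Glo luminescence read · Benchmarks – high control tunicamycin 10 µg/mL final, low control DMSO vehicle only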
TIM10 inh – TIM10 yeast growth inhibition. 330,000 tested, 1.4% active. S. cerevisiae TIM10 strain growth, BacTiter-Glo luminescence, 24 h. inhibition, % at 10 µM;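 active = inhibition of 40% or more at the single tested concentration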;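 note: wild-type TIM10 isogenic control strain grown at permissive 25 °C; 0% = DMSO yeast wells and 100% = minimal medium wells without yeast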
UPR CHOP act – activators of apoptotic arm of unfolded protein response (CHOP) | CHO-CHOP luciferase reporter, UPR activation, luminescence; percent of tunicamycin response over DMSO baseline | 330,000 tested, 0.34% active | activation, % at 10 µM;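 active = at 10 µM dose, activation of 40% or more, normalized to positive control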;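 note: 100% = tunicamycin at 10 µg/mL and 0% = DMSO alone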
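Test system: CHO CHOP reporter cells. Input: 500 CHO-CHOP cells per well. Medium: F12 with 10% FBS. Technique: luciferase luminescence. Measure: percent activation relative to tunicamycin control. Dosing: 10 µM compound, 0.5% DMSO. Timing: 16-18 h cell attachment, then 6 h compound exposure, 37 °C.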
Jurkat NFkB inh – inhibitors of the PMA/ionomycin-induced NF-kB reporter in Jurkat cells; inhibition, % at 4 µM; 330,000 tested, 0.53% active; PMA/ionomycin-induced NF-kB luciferase reporter, luminescence; AID 435003; in the data active = inhibition above about 50%
tim23-1 inh – growth inhibitors of tim23-1 mutant yeast; S. cerevisiae tim23-1 growth, BacTiter-Glo luminescence, 24 h; inhibition, % at 20 µM; 330,000 tested, 1.3% active; AID 463212;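 active = growth inhibition of the mutant yeast at or above 50%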;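 note: temperature-sensitive mutant grown at 25 °C; plate controls were DMSO-treated mutant yeast for no effect and medium wells lacking yeast for full effect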
697 NFkB inh – inhibitors of the PMA/ionomycin-induced NF-kB reporter in 697 B cells. 697 B-cell NF-kB luciferase reporter, 16 h. inhibition, % at 4 µM. 330,000 tested, 0.33% active; in the data active = inhibition above about 35%
Mdm2 MdmX PPI – human Mdm2/MdmX binding inhibition; inhibition, % at 8 µM; SaOS-2 split-luciferase Mdm2/MdmX complementation, luminescence; 330,000 tested, 3% active; O15151+Q00987;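 active = inhibition of at least 50% at 8 µM in the primary screen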
Target sequence (O15151 whole entry, looked up): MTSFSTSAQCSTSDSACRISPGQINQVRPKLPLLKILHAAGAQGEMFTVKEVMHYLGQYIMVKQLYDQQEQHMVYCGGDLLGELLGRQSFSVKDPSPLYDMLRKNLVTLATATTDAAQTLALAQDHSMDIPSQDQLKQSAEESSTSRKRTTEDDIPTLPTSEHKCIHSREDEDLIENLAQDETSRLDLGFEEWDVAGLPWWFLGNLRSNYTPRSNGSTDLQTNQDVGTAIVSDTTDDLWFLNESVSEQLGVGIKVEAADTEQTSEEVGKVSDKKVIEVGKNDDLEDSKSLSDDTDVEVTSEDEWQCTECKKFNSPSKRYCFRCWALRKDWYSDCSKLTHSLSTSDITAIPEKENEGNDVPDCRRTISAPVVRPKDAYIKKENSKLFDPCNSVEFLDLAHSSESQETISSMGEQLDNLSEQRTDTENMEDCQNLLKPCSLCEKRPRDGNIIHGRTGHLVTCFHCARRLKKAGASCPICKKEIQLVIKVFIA
Target sequence (Q00987 whole entry, looked up): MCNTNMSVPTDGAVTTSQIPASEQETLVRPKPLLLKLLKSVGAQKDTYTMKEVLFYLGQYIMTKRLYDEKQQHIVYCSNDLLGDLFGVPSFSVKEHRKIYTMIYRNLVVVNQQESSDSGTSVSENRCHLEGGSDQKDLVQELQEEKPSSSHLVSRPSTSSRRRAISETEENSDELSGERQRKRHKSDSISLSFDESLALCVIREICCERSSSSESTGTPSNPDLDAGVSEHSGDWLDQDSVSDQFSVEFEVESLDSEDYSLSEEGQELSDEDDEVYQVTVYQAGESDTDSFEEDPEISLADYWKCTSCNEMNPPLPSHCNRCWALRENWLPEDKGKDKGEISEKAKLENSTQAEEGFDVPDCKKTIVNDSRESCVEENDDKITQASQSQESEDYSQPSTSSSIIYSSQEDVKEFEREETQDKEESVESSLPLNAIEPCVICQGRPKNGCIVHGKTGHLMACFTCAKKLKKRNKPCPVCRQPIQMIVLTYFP
An asterisk follows results filed as active.

(1) COc1cccc(-n2nc(-c3ccnn3-c3ccc(F)cc3)c(=O)n(C)c2=O)c1
(2) CCCCc1c(C)c(C#N)c2nc3ccccc3n2c1Nc1c(C)n(C)n(-c2ccccc2)c1=O
(3) O=C(C1CCCCC1)N1CCC(O)(c2ccc(Cl)cc2)CC1
(4) NS(=O)(=O)c1cc2c(cc1Cl)NC(C1CC3C=CC1C3)NS2(=O)=O (stereo not drawn)
(5) CCOCCCNC(=S)NCCCNc1nc2cc3c(cc2cc1C#N)OCO3
(6) O=C(NNC(=O)c1sccc1-n1cccc1)Nc1ccc(F)cc1
screen / no.,1,2,3,4,5,6
tim10-1 inh,16,30,6,1,23,-10
UPR XBP1 act,1,-5,0,-2,-2,-3
TIM10 inh,0,6,-7,-2,25,-4
UPR CHOP act,-0.8,-1.1,0.5,1.1,-1.0,1.2
Jurkat NFkB inh,-20,5,9,-9,-13,-1
tim23-1 inh,20,3,21,2,32,0
697 NFkB inh,-21,-11,6,5,18,15
Mdm2 MdmX PPI,20,27,18,-8,22,25

(7) COC(=O)c1ccc(C23CC4(C2)[C@H](CN(C)[C@@H]4c2ccccc2)C3c2ccc(C(F)(F)F)cc2)cc1 (stereo partly drawn)
(8) Cn1c(=O)oc2cc(S(=O)(=O)NCCC(=O)NCc3ccc(F)cc3)ccc21
(9) CC1CCCCN1CC(=O)c1c(N)n(Cc2ccccc2)c(=O)n(C)c1=O (stereo not drawn)
(10) C#C[C@]1(O)CC[C@H]2[C@@H]3CCc4cc(O)ccc4[C@H]3CC[C@@]21C
(11) O=C(Cc1ccccc1)NCCc1c[nH]c2ccccc12
(12) COc1ccc(S(=O)(=O)N2CCOCC2)cc1NC(=O)C1CCCN1C(=O)c1cccs1 (stereo not drawn)
screen / no.,7,8,9,10,11,12
tim10-1 inh,31,1,8,50*,4,-2
UPR XBP1 act,-4,0,-3,7,-3,-1
TIM10 inh,23,7,-9,27,-6,6
UPR CHOP act,1.0,-1.2,0.0,0.1,4.3,-1.0
Jurkat NFkB inh,8,6,-11,9,1,-7
tim23-1 inh,25,1,11,52*,13,7
697 NFkB inh,3,16,-35,-28,4,-10
Mdm2 MdmX PPI,21,22,-13,42,24,-2

(13) CCN(CC)CCCNC(=O)c1cc(Cl)c(NC(=O)C2=C(C)OCCS2)cc1OC
(14) Cc1ccc(CNC(=O)Cc2cccs2)cc1
(15) O=C(c1ccc(Cl)c([N+](=O)[O-])c1)N(Cc1ccc(F)cc1)C1CCS(=O)(=O)C1 (stereo not drawn)
(16) Cc1ccc(CN2CCN(Cc3cnn(-c4ccc(F)cc4)c3)CC2CCO)o1 (stereo not drawn)
(17) Cn1c(C(=O)Nc2ccc3c(c2)OCCO3)cc2c(=O)n(C)c3ccccc3c21
(18) CCN(CC)C(=O)n1nc(C)c(CN2C(=O)c3ccccc3C2=O)c1C
screen / no.,13,14,15,16,17,18
tim10-1 inh,11,6,10,13,25,18
UPR XBP1 act,1,0,1,0,1,1
TIM10 inh,-7,-22,4,-1,15,12
UPR CHOP act,2.0,-4.1,2.1,-0.5,-0.1,-3.4
Jurkat NFkB inh,-19,-20,-3,-3,-5,-3
tim23-1 inh,6,8,22,3,16,22
697 NFkB inh,-18,-8,-26,-11,9,4
Mdm2 MdmX PPI,25,-4,-6,5,36,-14

(19) CC(=O)Nc1ccc(NC(=O)C(=O)N/N=C/c2cccnc2)cc1
(20) Cc1cc(C)n(C(=O)CNC(=O)c2cccc(Br)c2)n1
(21) COc1cc(CC(=O)Nc2cccc(S(=O)(=O)N(C)c3ccccc3)c2)cc(OC)c1OC
(22) CC(=O)c1cc(-c2ccccc2)[nH]c1N1CCOCC1
(23) COc1ccccc1N/N=C(\C#N)C(=N)N1CCOCC1
(24) COCc1cccc(N2C(=O)CC(C3C=C(C)C4C(=O)N(c5cccc(COC)c5)C(=O)C4C3)C2=O)c1 (stereo not drawn)
screen / no.,19,20,21,22,23,24
tim10-1 inh,3,30,18,-10,-10,9
UPR XBP1 act,2,2,-4,-3,2,-1
TIM10 inh,5,12,7,3,-10,11
UPR CHOP act,-1.9,2.7,-1.9,1.8,0.5,-1.1
Jurkat NFkB inh,14,9,2,2,0,2
tim23-1 inh,-15,15,15,5,0,6
697 NFkB inh,4,11,-23,8,11,11
Mdm2 MdmX PPI,15,-8,30,1,21,22

3 of the entries above in order of the UPR XBP1 act value, descending:
no.	SMILES	tim10-1 inh	UPR XBP1 act	Jurkat NFkB inh	697 NFkB inh	Mdm2 MdmX PPI
1	COc1cccc(-n2nc(-c3ccnn3-c3ccc(F)cc3)c(=O)n(C)c2=O)c1	16	1	-20	-21	20
12	COc1ccc(S(=O)(=O)N2CCOCC2)cc1NC(=O)C1CCCN1C(=O)c1cccs1 (stereo not drawn)	-2	-1	-7	-10	-2
2	CCCCc1c(C)c(C#N)c2nc3ccccc3n2c1Nc1c(C)n(C)n(-c2ccccc2)c1=O	30	-5	5	-11	27

Additional structures.
(25) COC(=O)Cc1[nH]n(-c2ccccc2)c(=O)c1C=Nc1ccc(C)cc1
(26) CCC(C)C(NC(=O)c1ccc(Cl)cc1Cl)C(=O)O (stereo not drawn)
(27) Cc1cc(=O)[nH]c(SCC(=O)Nc2ccc(F)c([N+](=O)[O-])c2)n1
(28) COc1ccc(CCNC(=O)Cc2ccc(Cl)cc2)cc1OC
(29) COc1ccc(S(=O)(=O)Nc2ccc(-n3cccc3)cc2)cc1
(30) Cc1ccc(OCCC(=O)OCC(=O)NC2CCCC2)cc1
screen / no.,25,26,27,28,29,30
tim10-1 inh,2,2,14,-23,37,9
UPR XBP1 act,-4,-2,-1,0,-3,-2
TIM10 inh,3,-13,-18,-6,21,17
UPR CHOP act,0.5,-0.3,-0.7,-0.2,0.3,-0.6
Jurkat NFkB inh,1,-22,2,-19,-9,7
tim23-1 inh,5,3,-2,3,55*,23
697 NFkB inh,24,1,-3,-4,-19,18
Mdm2 MdmX PPI,8,16,-6,18,4,11

(31) CCOC(=O)N1CCN(S(=O)(=O)c2ccc(C(=O)N(CCCN(C)C)c3nc4cc(OC)ccc4s3)cc2)CC1
(32) CCOCCC(=O)Nc1nnc(CCc2ccccc2)s1
(33) Cc1ccc(NC(=O)Nc2cccs2)c(Cl)c1
(34) COc1ccccc1CNC(=O)COC(=O)c1ccc([N+](=O)[O-])o1
(35) CSc1ccc(-c2nnn(Cc3ccc(C)cc3)n2)cc1
(36) O=C(/C=C/c1ccccc1)OCCN1C(=O)c2ccccc2C1=O
screen / no.,31,32,33,34,35,36
tim10-1 inh,21,2,-15,-108,3,15
UPR XBP1 act,1,-6,0,0,1,-1
TIM10 inh,13,-6,-2,-141,8,4
UPR CHOP act,-0.1,2.5,3.8,-1.7,5.8,-0.8
Jurkat NFkB inh,-38,-19,-58,5,-48,12
tim23-1 inh,14,-5,-5,-20,3,15
697 NFkB inh,-14,-4,-125,17,-54,10
Mdm2 MdmX PPI,1,-6,-141,0,-63,-5

(37) COC(=O)C1C(=O)C=C(Nc2ccc(F)cc2)CC1c1ccc(OC)cc1 (stereo not drawn)
(38) O=C(c1c[nH]c2ccccc12)N1CCOCC1
(39) O=C(Nc1ccccc1Cl)N1CCSc2ccccc21
(40) COCc1cc(C)nc(SCC(=O)Nc2ccc(C)c(C)c2)c1C#N
(41) O=C(CSc1nnc(-c2cccs2)n1Cc1ccccc1)NCc1ccc2c(c1)OCO2
(42) COc1cc(/C=C(\C#N)C(=O)NCCc2ccccc2)cc(OC)c1O
screen / no.,37,38,39,40,41,42
tim10-1 inh,8,10,18,-3,11,-31
UPR XBP1 act,0,0,2,3,1,-3
TIM10 inh,-13,-14,2,-22,-3,-2
UPR CHOP act,5.3,-1.6,-1.3,3.6,-1.7,-1.4
Jurkat NFkB inh,-39,-11,1,-76,1,5
tim23-1 inh,7,-4,17,9,12,25
697 NFkB inh,-39,-17,-19,-3,10,-10
Mdm2 MdmX PPI,-22,-2,-12,-24,-21,17

(43) CC(=O)NCC(=O)OCC(=O)c1ccc2ccccc2c1
(44) CCc1noc(C)c1C(=O)Nc1cc(S(=O)(=O)N2CCOCC2)ccc1OCC(F)(F)F
(45) Cc1ccc(C(=O)Nc2ccccc2[N+](=O)[O-])cc1S(=O)(=O)N1CCOCC1
(46) CC(C)[C@H](NC(=O)c1cccc(S(=O)(=O)N2CCOCC2)c1)C(=O)Nc1nccs1
(47) O=C(O)CN1C(=O)CSc2ccccc21
(48) CS(=O)(=O)N(CC(=O)Nc1ccc(S(=O)(=O)N2CCCC2)cc1)c1ccccc1F
screen / no.,43,44,45,46,47,48
tim10-1 inh,5,10,27,7,13,17
UPR XBP1 act,-2,-4,-8,-1,-3,-2
TIM10 inh,6,5,-10,2,-12,-2
UPR CHOP act,-0.4,0.9,0.5,-0.5,0.0,5.2
Jurkat NFkB inh,12,3,-1,-10,3,-2
tim23-1 inh,-6,8,25,6,0,-1
697 NFkB inh,13,-15,7,21,4,4
Mdm2 MdmX PPI,19,11,40,-14,-1,28

Single records, from the list above:
Entry for O=C(O)CN1C(=O)CSc2ccccc21 → tim10-1 inh = 13; UPR XBP1 act = -3; TIM10 inh = -12; UPR CHOP act = 0.0; Jurkat NFkB inh = 3; tim23-1 inh = 0; 697 NFkB inh = 4; Mdm2 MdmX PPI = -1
Entry for CC(C)[C@H](NC(=O)c1cccc(S(=O)(=O)N2CCOCC2)c1)C(=O)Nc1nccs1 → tim10-1 inh = 7; UPR XBP1 act = -1; TIM10 inh = 2; UPR CHOP act = -0.5; Jurkat NFkB inh = -10; tim23-1 inh = 6; 697 NFkB inh = 21; Mdm2 MdmX PPI = -14

Next section.
(49) CN(C)CC(=O)Nc1ccc(S(N)(=O)=O)cc1
(50) CC(C)Cn1c(SCC(=O)NCc2ccco2)nnc1-c1ccncc1
(51) COCCCNC(=O)CN1C(=O)/C(=C/c2ccccc2)Sc2ccccc21
(52) CC1=CC(C)(C)N(C(=O)CN2C(=O)CCC2=O)c2ccc(C)cc21
(53) CC1(C)CC2=C(CO1)C(=S)NC(c1ccccc1)N2CC1CCCO1 (stereo not drawn)
(54) CCN(CC)S(=O)(=O)c1cc(NS(=O)(=O)c2cc(Cl)ccc2Cl)ccc1C
screen / no.,49,50,51,52,53,54
tim10-1 inh,8,4,8,10,0,25
UPR XBP1 act,3,0,1,-2,2,-2
TIM10 inh,-6,3,10,-2,-2,36
UPR CHOP act,1.7,-1.9,3.4,0.0,-0.4,-0.4
Jurkat NFkB inh,0,-4,-7,4,-14,-1
tim23-1 inh,1,12,17,23,1,39
697 NFkB inh,10,8,22,13,-10,-5
Mdm2 MdmX PPI,15,-10,24,12,7,-12

(55) Cc1ccc(N(Cc2cc(=O)[nH]c3ccccc23)C(=O)C(C)C)c(C)c1
(56) N#Cc1ccc(NC(=O)CSc2cn[nH]n2)cc1
(57) O=C(O)C1CCN(c2ncccn2)CC1
(58) O=C(NCc1ccncc1)c1cc(F)c(F)cc1Cl
(59) CCCCN(C(=O)NC(=O)Nc1c(C)cc(C)cc1C)S(C)(=O)=O
(60) Cc1ccc(NC(=O)CSc2n[nH]c(-c3ccco3)n2)cc1
(61) CCOC(=O)c1oc2ccccc2c1NC(=O)c1ccccc1OC
(62) O=C(c1ccc(Cl)cc1)c1c[nH]c(C(=O)NNc2ccccc2)c1
(63) Cc1ccc(CNC(=O)CCc2nc(-c3cccs3)no2)cc1
screen / no.,55,56,57,58,59,60,61,62,63
tim10-1 inh,25,8,4,18,18,2,29,0,11
UPR XBP1 act,-4,-1,-6,-2,1,-1,4,-2,0
TIM10 inh,0,-18,1,12,17,22,32,-10,2
UPR CHOP act,-0.3,1.1,-1.6,-2.4,-1.4,1.1,-1.2,-1.6,-0.6
Jurkat NFkB inh,-4,-5,-4,-4,-10,-12,4,-2,0
tim23-1 inh,13,5,18,1,9,11,24,13,9
697 NFkB inh,-13,6,6,19,-12,0,2,25,-11
Mdm2 MdmX PPI,-15,-9,1,9,21,-5,21,25,-20

From PubChem
